# From PubChem BioAssay
# ABCB6 inh 2 – human ABCB6 transporter inhibition; K562-ABCB6 porphyrin accumulation, flow cytometry, 1 h; active compounds read low; fluorescence ratio to DMSO, % at 10 µM; 360,000 compounds, 0.19% hits;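 active means fluorescence ratio to DMSO below 75%, the collection mean minus 3 SD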;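 further: signal is porphyrin accumulated inside mitochondria; 100% equals median channel fluorescence of DMSO control wells; lower ratio means ABCB6 inhibition with less porphyrin fluorescence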
# H9c2 protect – protects H9c2 cardiomyocytes from peroxide injury; protection from H2O2 cell death, % at 20 µM; H2O2 injury protection, ATPLite, 2 h; 360,000 compounds, 0.63% hits; AID 588492;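 active means compounds giving at least 50% protection of heart cells from peroxide-induced death in the single-dose screen, raw or plate-pattern-corrected value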;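 further: 0% = DMSO wells with peroxide and 100% = DMSO wells without peroxide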
# Exocytosis inh – blocks lytic granule exocytosis; 360,000 compounds, 0.66% hits; inhibition, % at 10 µM; TALL-104 LAMP-1 surface exposure, flow cytometry; cells stimulated with thapsigargin and PMA;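 active means inhibition above about 55%, limit read from the data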
# MC4R antagonist – antagonists of human melanocortin 4 receptor (MC4R); MC4R-expressing cells, MTII-stimulated cAMP, LANCE TR-FRET; inhibition, % at 6.5 µM; AID 540295; P32245; 360,000 compounds, 0.48% hits;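 active means inhibition above its plate's cutoff, the mean of tested wells on that plate plus 3 SD, cut at about 29% in these data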;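 further: 0% = Melanotan II alone and 100% = Melanotan II plus saturating MCL0020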
#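 System: U2OS cells stably expressing human melanocortin 4 receptor (MC4R). Reagent: Melanotan II challenge after compound preincubation. Doses: 6.5 µM. Times: 30-min compound, 1-h challenge, 1-h detection, room temperature. Measured by: TR-FRET with Eu-cAMP and labeled anti-cAMP, 671 nm. Replicates: singlicate.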
# MC4R ag barr – agonists of human melanocortin 4 receptor (MC4R) beta-arrestin | P32245 | U2OS MC4R beta-arrestin complementation, luminescence; percent of melanotan II response, DMSO zero | AID 540308 | 360,000 compounds, 0.98% hits | activation, % at 8.9 µM;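 active means activation above a per-plate cutoff, the mean activation of sample wells on that plate plus 3 SD, cut at about 8% in these data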
# CaV13 ICDI inh – Primary screen for inhibitors of IQ motif and Ca2+-dependent inactivation inhibitor domain binding in CACNA1D, Förster resonance energy transfer in living cells, …; 340,000 compounds, 0.098% hits; AID 743397; HEK cells, CFP/YFP FRET ICDI-IQ, plate reader, 10 min; percent FRET-ratio fall versus neutral wells; inhibition, % at 12.3 µM;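 active means mean replicate inhibition of at least 30% and at least 1% of replicates passing that level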;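 further: 0% = median of the neutral control wells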
# m5-HT2A agonist – mouse HTR2A agonism via beta-arrestin recruitment | CHO-K1 mHTR2A beta-arrestin complementation, luminescence; percent of 30 µM serotonin response | 360,000 compounds, 0.66% hits | P35363 | AID 624169 | activation, % at 7.6 µM;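 active means activation above a run cutoff, the mean activation of all tested compounds plus 3 SD, cut at about 14% in these data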;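 further: 0% = plate median of compound wells and 100% = 30 µM serotonin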
# N-glyco inh – blocks N-linked glycosylation in D54 reporter cells; 360,000 compounds, 0.23% hits; reporter increase, % at 12.5 µM; D54 ERlucT glycosylation luciferase reporter, 24 h; percent of 100 nM tunicamycin response; AID 588692;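 active means mean luciferase reporter signal, scaled so untreated is 0 and the glycosylation-blocking control 100, at or above a set limit in every replicate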;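 further: luciferase carries N-glycosylation sites so blocking glycosylation raises the light; 0% = median of neutral control wells and 100% = median of 100 nM tunicamycin wells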
# ABHD5 PLIN5 PPI – ABHD5-PLIN5 protein interaction inhibition; inhibition, % at 4 µM; Split G. princeps luciferase complementation, luminescence, 4 h; 360,000 compounds, 0.78% hits;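 active means inhibition above the mean inhibition across every tested compound plus 3 SD, cut at about 22% in these data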;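 further: 0% = DMSO only wells and the 100% control is not disclosed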
# Target sequence (Q00G26 whole entry, looked up): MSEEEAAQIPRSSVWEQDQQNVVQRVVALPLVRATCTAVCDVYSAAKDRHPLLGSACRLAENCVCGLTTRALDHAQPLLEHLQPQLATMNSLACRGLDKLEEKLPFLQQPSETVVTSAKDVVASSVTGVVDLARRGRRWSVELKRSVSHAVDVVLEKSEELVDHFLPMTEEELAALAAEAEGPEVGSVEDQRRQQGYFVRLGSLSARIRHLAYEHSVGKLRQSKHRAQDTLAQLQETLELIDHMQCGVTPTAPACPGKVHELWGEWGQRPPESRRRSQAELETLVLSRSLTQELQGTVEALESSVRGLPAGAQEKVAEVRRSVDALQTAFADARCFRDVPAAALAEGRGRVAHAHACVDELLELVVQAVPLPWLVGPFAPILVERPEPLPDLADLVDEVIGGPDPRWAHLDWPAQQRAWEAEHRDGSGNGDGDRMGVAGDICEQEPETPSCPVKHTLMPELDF
# Target sequence (Q8WTS1 whole entry, looked up): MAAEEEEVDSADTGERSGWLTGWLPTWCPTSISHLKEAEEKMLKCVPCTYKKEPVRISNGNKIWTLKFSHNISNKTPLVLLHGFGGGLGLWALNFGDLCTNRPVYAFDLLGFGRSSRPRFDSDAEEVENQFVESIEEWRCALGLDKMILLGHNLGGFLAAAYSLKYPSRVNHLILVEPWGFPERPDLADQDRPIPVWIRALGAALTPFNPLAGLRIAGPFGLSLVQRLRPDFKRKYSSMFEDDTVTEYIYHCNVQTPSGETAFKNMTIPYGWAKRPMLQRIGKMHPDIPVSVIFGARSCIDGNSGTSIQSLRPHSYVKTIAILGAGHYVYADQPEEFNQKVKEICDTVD
# PDI inh – blocks human protein disulfide isomerase activity. P07237. inhibition, % at 10 µM. PDI insulin aggregation turbidity, A650, 90 min. 350,000 compounds, 0.052% hits. AID 588391;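 active means mean inhibition across replicates of 30% or more, whatever share of single replicates reach that level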;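 further: absorbance from insulin aggregation driven by PDI reduction with DTT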
# The depositor's hits bear a star; nt = no result given.
# Start of the listing, in advance (2 entries):
SMILES,ABCB6 inh 2,H9c2 protect,Exocytosis inh,MC4R antagonist,MC4R ag barr,CaV13 ICDI inh,m5-HT2A agonist,N-glyco inh,ABHD5 PLIN5 PPI,PDI inh
CCOC(=O)C(C(=O)OCC)[C@@H]1CS(=O)(=O)C[C@H]1C(C(=O)OCC)C(=O)OCC,98,-7,-1,10,-0.2,-7,-1,-2,6,0
Cn1c(C(=O)N2CCCC(C(=O)NCCc3ccccc3)C2)cc2sccc21 (configuration not stated),99,-2,-1,10,1.0,nt,-3,5,1,1

# The whole of this part, previewed entries included:
SMILES,ABCB6 inh 2,H9c2 protect,Exocytosis inh,MC4R antagonist,MC4R ag barr,CaV13 ICDI inh,m5-HT2A agonist,N-glyco inh,ABHD5 PLIN5 PPI,PDI inh
CCOC(=O)C(C(=O)OCC)[C@@H]1CS(=O)(=O)C[C@H]1C(C(=O)OCC)C(=O)OCC,98,-7,-1,10,-0.2,-7,-1,-2,6,0
Cn1c(C(=O)N2CCCC(C(=O)NCCc3ccccc3)C2)cc2sccc21 (configuration not stated),99,-2,-1,10,1.0,nt,-3,5,1,1
COn1c(-c2ccccc2)nc2ncccc21,100,0,7,6,0.6,-4,4,1,3,-1
COc1ccccc1-c1ccc([C@@H]2C[C@H]3[C@H](CON3C)CN2C(=O)c2ccco2)cc1,102,12,4,-2,0.3,-7,-2,2,1,-9
O=C(CCC(=O)c1ccc(F)cc1)Nc1cccc(S(=O)(=O)Nc2cccc(Cl)c2)c1,101,-10,-5,10,1.0,nt,-5,-3,-8,-2
COc1ccc(NC(=O)c2cccs2)cc1OC,99,3,-2,2,-2.4,-8,-1,-1,-7,-9
COc1cc(Cl)c(C)cc1NC(=O)CN(C)C1CCS(=O)(=O)C1 (configuration not stated),99,-2,-3,-6,1.4,-2,7,-1,9,-4
O=c1cc(-c2cc3ccccc3o2)c2cc(O)ccc2o1,99,9,-9,-32,4.3,nt,-1,-5,15,6
CC(=O)N1c2c(cc(Br)cc2S(=O)(=O)Nc2c(C)n(C)n(-c3ccccc3)c2=O)CC1C (configuration not stated),97,8,0,-2,-2.3,-2,0,-2,4,2
Cc1cc(C)cc(C(=O)NCC(=O)OCC(=O)N2CCCCC2)c1,102,6,-1,7,-1.9,-5,2,1,6,2
CCCCN(CCCC)S(=O)(=O)c1ccc(N2CCCC2=O)c([N+](=O)[O-])c1,95,-1,0,-1,-1.2,-4,-4,0,1,0
O=C(COc1ccc(Br)cc1Br)NN1C(=O)c2ccccc2C1=O,98,42,-9,-2,1.0,-4,1,-2,-1,0
CCN(CC)C(=O)Cn1cc(S(=O)(=O)CC(=O)NCCc2ccccc2)c2ccccc21,96,3,5,-1,-2.0,-5,-4,4,-1,-1
CC(COc1ccccc1)N1CCC(CO)(Cc2ccccc2)CC1 (configuration not stated),94,2,-2,-6,-1.4,-4,29*,-3,3,-1
CCn1cnc2sc(C(=O)Oc3ccc(Br)cc3)c(C)c2c1=O,101,-4,-4,6,-2.2,-6,5,1,0,-11
Cc1cccn2c(=O)c(C=Nc3ccccc3)c(NCc3ccco3)nc12,104,14,-2,6,-1.1,nt,-1,1,21,5
COc1cc(S(=O)(=O)N2CCN(C(=O)c3ccccc3F)CC2)c(OC)cc1NC(C)=O,117,4,-2,5,-1.5,nt,-1,0,-3,6
CCOC(=O)C1=CC[C@@H](c2ccccc2)N(S(=O)(=O)c2ccc(C)cc2)[C@H]1C,98,-8,9,nt,nt,-6,-4,-2,1,nt
Cc1ccc(C)c(N(C)S(=O)(=O)c2cccc3nsnc23)c1,97,8,1,-6,-2.8,-5,-3,0,-3,0
COCCN(C(=O)COC(=O)CCc1nc2ccccc2s1)c1c(N)n(Cc2ccccc2)c(=O)[nH]c1=O,94,0,-4,-1,-1.7,-10,6,8,-5,2
C/C=C1\NC(=O)[C@H](C)NC(=O)[C@@H](NC(=O)[C@H](Cc2ccc(O)cc2)NC(=O)[C@@H](NC(=O)/C(C)=C/C)C(C)C)[C@@H](C)OC(=O)[C@H](CC(C)C)NC(=O)[C@@H](CCC(=O)O)NC1=O,96,-2,3,nt,nt,-7,11,2,-3,nt
COc1cccc(CNC(=O)c2ccc(N3CCOCC3)c([N+](=O)[O-])c2)c1,98,10,-1,15,-1.1,-4,1,-3,7,4
COc1ccc(-n2c(=S)[nH]c3cc(C(=O)Nc4ccc(OC)c(OC)c4)ccc3c2=O)cc1,99,7,1,10,5.6,-8,0,-1,1,0
Nc1c(C(=O)NCC2CCCO2)sc(=S)n1-c1ccccc1 (configuration not stated),102,6,-5,-2,2.4,nt,-3,-1,3,-24
Cc1cccc(OCC(=O)OCC(=O)Nc2ccc(Cl)cn2)c1,92,-1,-3,6,2.9,-5,10,-2,3,-5
SMILES,ABCB6 inh 2,H9c2 protect,Exocytosis inh,MC4R antagonist,MC4R ag barr,CaV13 ICDI inh,m5-HT2A agonist,N-glyco inh,ABHD5 PLIN5 PPI,PDI inh
Cc1ccc(N2C(=S)NC3c4ccccc4OC2(C)C3C(=O)N(C)C)cc1 (configuration not stated),96,1,-4,0,-1.9,11,-2,2,-1,2
COc1ccc(-c2csc(NC(=O)c3ccc(OCC(=O)N4CCOCC4)c(OC)c3)n2)cc1OC,96,81*,2,14,0.6,1,5,-3,5,8
CC(=O)C1=C(C)NC(=O)NC1c1ccccc1OCC(=O)NCCc1ccccc1 (configuration not stated),99,19,1,9,-1.2,-10,0,1,4,-5
COc1ccc(NC(=O)CSc2nnc(Cc3cccn3C)n2CCc2ccccc2)c(OC)c1,96,7,-4,0,1.0,-9,4,1,6,13
CCN(CC)C(NC(=O)Cc1ccccc1)C(Cl)(Cl)Cl (configuration not stated),97,2,-2,6,0.5,nt,0,0,2,9
Cc1cccc(-c2nnc(SCC#N)n2-c2ccccc2)c1,97,-6,0,4,-0.6,-5,1,-4,0,8
CCN(CC)CCNC(=O)C(=O)Nc1cc2c3c(c1)CCN3C(=O)CC2,97,0,-7,8,-2.8,-15,0,1,3,4
COCOCCn1cc(CN2CCS(=O)(=O)N(Cc3ccc(-c4ccc(OC)cc4)cc3)C(C(C)C)C2=O)nn1 (configuration not stated),102,0,2,2,1.8,-3,-1,-1,2,-4
O=C(Nc1ccccc1)/C(=C\c1ccc(F)cc1)NC(=O)c1ccco1,84,6,-10,11,0.0,-3,7,2,-2,-4
Cc1c(NC(=O)CCCCCN2C(=O)c3ccccc3C2=O)c(=O)n(-c2ccccc2)n1C,97,-6,0,0,-1.2,-6,3,-1,-8,5
CCOc1ccc(/C=N/NC(=O)C2CC2)cc1OC,98,-4,1,2,-2.9,-10,-3,0,-4,-3
NC(=O)CSC1=Nc2ccccc2C2=NC(CCC(=O)NCc3ccc(F)cc3)C(=O)N12 (configuration not stated),98,2,-2,-7,0.2,-3,13,2,8,2
CCCCOc1cccc(C(=O)Nc2ccc(NC(=O)c3cccs3)cc2)c1,102,-14,2,8,0.5,-2,4,23,-5,-6
COc1ccc(Cl)cc1NC(=O)CN1C(=O)C(=O)N(C2CCCC2)C1=O,101,-2,-5,-2,-2.9,-5,2,1,7,1
N#CCn1c(C2CCCCC2)nc2ccccc2c1=O,95,2,-1,-14,-0.5,-5,7,-1,0,-4
O=Cc1cccc2ccc3cccc(C(=O)O)c3c12,106,9,7,20,0.8,-17,0,0,-3,2
OC(c1ccccc1)(c1ccc(F)cc1)C(c1ccccc1)N1CCOCC1 (configuration not stated),109,4,98*,2,0.1,nt,-4,-10,-14,1
Brc1ccc(-c2nnc3sc(CN4CCc5ccccc5C4)cn23)cc1,103,-1,-1,3,-1.8,-4,0,3,-4,-7
O=c1oc(-c2ccccc2NS(=O)(=O)c2ccc(Cl)cc2)nc2ccccc12,96,0,-2,27,0.5,-5,-4,0,-2,0
Cc1ccc(NC(=S)NCCc2ccccc2)c(C)c1,91,2,16,1,-2.5,-5,-3,0,-7,-2
CC1CC(C)CN(CCCNC(=O)c2csc3c2CCCC3)C1 (configuration not stated),97,-2,10,0,-0.7,-4,1,0,7,-6
Cc1cc(C)c(NS(=O)(=O)c2ccc3c(c2)NC(=O)C(C)C(=O)N3)c(C)c1 (configuration not stated),98,31,-2,3,2.7,-6,4,0,-1,nt
CCCSc1nsc(SCCC)c1C(N)=O,91,-3,-2,-5,-0.5,nt,1,-2,-3,11
CCCCOc1ccccc1NC(=O)CC1Nc2ccccc2NC1=O (configuration not stated),104,-4,0,0,0.1,nt,4,-4,-3,15
COc1ccc(-c2n[nH]c(C)c2-c2cc(OC)ccc2O)cc1,95,9,3,9,-1.1,-6,-2,0,3,-3
SMILES,ABCB6 inh 2,H9c2 protect,Exocytosis inh,MC4R antagonist,MC4R ag barr,CaV13 ICDI inh,m5-HT2A agonist,N-glyco inh,ABHD5 PLIN5 PPI,PDI inh
CCCCN(CC)C(=O)c1ccc(-c2ccccc2)cc1,95,5,2,-3,-0.2,-2,-4,-1,1,9
Cc1cc(Oc2cnn(C(C)(C)C)c(=O)c2Cl)cc(C(C)C)c1,95,-21,-1,10,4.6,-5,-1,-6,-6,-3
O=C(NCc1ccc(Cl)cc1)c1ccc(CSc2nc3ccncc3[nH]2)cc1,96,0,4,14,1.5,-3,-4,-4,-2,-1
COc1ccc(N2CCN(c3oc(-c4ccccc4OC)nc3C#N)CC2)cc1,95,-12,-5,2,-0.1,-6,-4,2,4,-9
Cc1ccc(CC(=O)N(C)CC(=O)N(CC(C)C)c2c(N)n(CC(C)C)c(=O)[nH]c2=O)cc1C,99,0,3,11,-2.3,-5,-1,0,-2,-3
Cc1ccc(NC(=S)N/N=C2\CC(C)(C)Oc3ccc(O)cc32)cc1,99,7,-2,2,0.0,-23,-1,-3,-13,18
O=C(COC(=O)Cc1ccsc1)Nc1ccc(Br)cc1F,97,4,-2,5,1.3,-5,1,0,-5,-3
C=CCn1cnc2c(c1=O)c1nc3ccccc3nc1n2/N=C/c1ccccn1,105,98*,4,-7,-2.1,-9,0,13,-2,7
Cc1nn(CC(=O)NCCCN2CCCC2=O)c(C)c1[N+](=O)[O-],94,10,-6,1,-0.3,-11,1,0,-1,-1
CCc1nnc(NC(=O)CCC(=O)NCCc2ccc(OC)c(OC)c2)s1,85,6,2,3,-1.1,-5,3,2,-5,3
CCn1c(=O)c2ccccc2n(Cc2ccccc2C)c1=O,91,-3,5,2,-2.3,-2,5,-2,9,12
O=C(O)CCCCCN1C(=O)C(=O)/C(=C(/O)c2ccccc2)C1c1ccccc1 (configuration not stated),102,14,-4,2,1.9,nt,11,-1,-3,8
CCN1C(=O)N[C@@H](c2ccccc2)[C@H](C(C)=O)[C@H]1C,96,2,6,2,-0.3,-10,-1,2,9,-1
O=C(NCc1ccccc1)C1Nc2ccc(OC(F)(F)F)cc2C2C=CCC12 (configuration not stated),103,-8,3,12,4.7,-5,0,-3,12,-4
O=C(O)c1cc2c(o1)CCC/C2=N\O,101,1,0,8,-0.6,-7,0,2,-4,-7
CCCCOP(=O)(OCCCC)C1(NS(=O)(=O)c2ccccc2)C=CC(=O)c2ccccc21 (configuration not stated),109,-12,99*,1,2.5,nt,-4,7,-6,-13

# Random draw from the library. Share with any hit: about 4.2%.
